Compound activity (PubChem)
HCMV antiviral – inhibitors of human cytomegalovirus; HFF cells, HCMV-luciferase reporter, 72 h; hits give low values; activity change, negative = inhibition, % at 57.5 µM; actives 4.5% (n = 410,000); in the data active = activity change below about -60%; inconclusive = no clear call, values can overlap the other calls; inactive = above about -39%
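Two-dose cell screen: HFF monolayers treated with compounds and infected with luciferase-expressing HCMV at 1 PFU/cell, 72 h at 37C, then lysed for luciferase measurement.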
* marks the source's active call; other numbers are inactive results; u = inconclusive. % is scaled to controls: 0 for no effect and ±100 for the full control effect. An excerpt (hit frequency here may not be typical).

SMILES | HCMV antiviral
COc1ccc(N2CCN(C(=O)C3CCN(S(=O)(=O)c4ccc5c(c4)CC(C)N5C(=O)C4CC4)CC3)CC2)cc1 (stereo not drawn) | -37
CCOC(=O)/C=C/[C@@H](CCc1ccccc1)NC(=O)C(F)(F)F | -12
C=C1N(S(=O)(=O)C(F)(F)F)CCC12CN(C)c1ccccc12 (stereo not drawn) | 3
COc1ccc(Nc2cc3[nH]c(-c4cccc(C(F)(F)F)c4)cc3cn2)cc1 | -26
Cn1c(-c2cccnc2)cc2cnc(Nc3ccc4c(c3)OCCO4)cc21 | 43
O=C(Cc1ccc([N+](=O)[O-])cc1)NCCc1c[nH]c2ccccc12 | 5
Nc1[nH]c(C(=O)c2ccc(Br)cc2)c(-c2ccc(Cl)cc2[N+](=O)[O-])c1C(=O)NCCc1c[nH]c2ccccc12 | 9
O=C(CCCCCn1c(=O)[nH]c2ccccc2c1=O)NC1CCCC1 | 10
C[C@H](NC(=O)c1cccc2ccccc12)C(O)c1nc2ccccc2[nH]1 (stereo partly drawn) | -9
Cc1cccc(Cl)c1N=CN1c2ccccc2-n2cccc2C1CCc1ccccc1 (stereo not drawn) | 8
CCCNC(=O)N1[C@@H]2CN(C(=O)Nc3ccccc3)c3ccccc3[C@@H]2[C@@H]1CO | -23
Cn1cc(Br)cc1-c1ncc(Cc2c[nH]c(N)[n+]2C)o1 | -20
COc1ccc(S(=O)(=O)Nc2ccc3c(c2)C(=O)N([C@H](C)CO)C[C@H](C)[C@@H](CN(C)C)OCCCC[C@H](C)O3)cc1 | -11
O=C(/C=C/c1ccccc1)Nc1cccc(C(=O)NCc2ccccc2)c1 | -5
CCOCOCc1cc(OC(C)C)ccc1N1C(=O)C[C@@H](C(=O)OC)[C@H]1c1ccc(OC(C)C)c(OC)c1 | -6
COc1cccc(-c2ccc3c(c2)C2c4cnnn4-c4ccccc4C(=O)N2CC3)c1 (stereo not drawn) | 23
O=C(NN=Cc1ccco1)C(=O)Nc1ccc(Cl)c([N+](=O)[O-])c1 | 63
N#Cc1[nH]nc2nc[nH]c(=O)c12 | 7
Cn1c(N)c(C(=O)CCc2ccccc2)c(=O)n(C)c1=O | 193
Cc1cc(OC(=O)NCCc2ccc(F)cc2)ccc1F | 52
CCOC(=O)N(C)C[C@H]1OCc2cnnn2CCCC(=O)N([C@H](C)CO)C[C@@H]1C | -10
COCC1OC(OC(C)C(O)c2cnc3nc(N)[nH]c(=O)c3n2)C(O)C(OC)C1O (stereo not drawn) | 8
CC[C@H]1Nc2ccc(OC)cc2[C@@H](NS(C)(=O)=O)[C@@H]1C | 1
O=C(c1cccnc1)N1CC(=O)N2[C@@H](CO)[C@@H](c3ccc(Br)cc3)[C@@H]2C1 | -12
COc1ccc(-c2ccc3c(c2)N(C(C)C)C(=O)COC3)cc1 | -8
CN(C)CCCNC(=O)[C@@H]1[C@@H](CO)[C@@H]2Cn3c(cccc3=O)[C@H]1N2C(=O)Nc1cc(F)ccc1F | 1
c1ccc(CN2CCCC3CC2c2ccccc23)cc1 (stereo not drawn) | 28
COc1ccc2cc([C@H](C#N)C3CCCC3)ccc2c1 | -9
O=C1c2ccccc2NC2(c3ccccc3)c3ccccc3-n3nncc3CN12 (stereo not drawn) | 9
COC(=O)C1(F)C(=O)NC(=O)NC1OC (stereo not drawn) | u

17 consecutive records out of the list so far:
SMILES | HCMV antiviral
CCCNC(=O)N1[C@@H]2CN(C(=O)Nc3ccccc3)c3ccccc3[C@@H]2[C@@H]1CO | -23
Cn1cc(Br)cc1-c1ncc(Cc2c[nH]c(N)[n+]2C)o1 | -20
COc1ccc(S(=O)(=O)Nc2ccc3c(c2)C(=O)N([C@H](C)CO)C[C@H](C)[C@@H](CN(C)C)OCCCC[C@H](C)O3)cc1 | -11
O=C(/C=C/c1ccccc1)Nc1cccc(C(=O)NCc2ccccc2)c1 | -5
CCOCOCc1cc(OC(C)C)ccc1N1C(=O)C[C@@H](C(=O)OC)[C@H]1c1ccc(OC(C)C)c(OC)c1 | -6
COc1cccc(-c2ccc3c(c2)C2c4cnnn4-c4ccccc4C(=O)N2CC3)c1 (stereo not drawn) | 23
O=C(NN=Cc1ccco1)C(=O)Nc1ccc(Cl)c([N+](=O)[O-])c1 | 63
N#Cc1[nH]nc2nc[nH]c(=O)c12 | 7
Cn1c(N)c(C(=O)CCc2ccccc2)c(=O)n(C)c1=O | 193
Cc1cc(OC(=O)NCCc2ccc(F)cc2)ccc1F | 52
CCOC(=O)N(C)C[C@H]1OCc2cnnn2CCCC(=O)N([C@H](C)CO)C[C@@H]1C | -10
COCC1OC(OC(C)C(O)c2cnc3nc(N)[nH]c(=O)c3n2)C(O)C(OC)C1O (stereo not drawn) | 8
CC[C@H]1Nc2ccc(OC)cc2[C@@H](NS(C)(=O)=O)[C@@H]1C | 1
O=C(c1cccnc1)N1CC(=O)N2[C@@H](CO)[C@@H](c3ccc(Br)cc3)[C@@H]2C1 | -12
COc1ccc(-c2ccc3c(c2)N(C(C)C)C(=O)COC3)cc1 | -8
CN(C)CCCNC(=O)[C@@H]1[C@@H](CO)[C@@H]2Cn3c(cccc3=O)[C@H]1N2C(=O)Nc1cc(F)ccc1F | 1
c1ccc(CN2CCCC3CC2c2ccccc23)cc1 (stereo not drawn) | 28

The results go on.
SMILES | HCMV antiviral
Cc1cccc(Cl)c1NC(=O)C(Nc1ccccc1)c1ccccc1F (stereo not drawn) | -27
C[C@H]1Cn2cnc(C(=O)N3CCN(c4ccccc4)CC3)c2C(=O)N1 | -10
COc1ccc(NC(=O)N[C@H]2CC[C@@]34CCCN3C(=O)CCC[C@H]4C2Cc2ccccc2)cc1 (stereo partly drawn) | 5
Cc1cc2nc(C(=O)NC3CCCCC3)c(-c3cccc(Br)c3)nc2cc1C | 28
Cn1c(-c2cccc(C(F)(F)F)c2)cc2cnc(Nc3ccc(Oc4ccccc4)cc3)cc21 | -15
CCOC(=O)N1CCN(C(=O)C[C@H]2C[C@@]3(C(=O)OC)C(=C[C@H](C(C)(C)C)O[C@@H]3C)N(CCC3=CCCCC3)C2=O)CC1 | 114
O=C(c1ccc(F)cc1)C1CCN(CCCn2c(=O)[nH]c3ccccc32)CC1 | -33
COc1ccc(NC(=O)N2c3ccc(OC)cc3[C@@H](NC(=O)OCc3ccccc3)[C@H](C)[C@H]2c2ccccc2)cc1 | 3
FC(F)(F)c1ccc(Nc2cc3c(cn2)ncn3CC2CC2)cc1 | 7
COc1ccccc1CNC(=O)C1CCCN1S(=O)(=O)c1ccc2c(c1)C(C)(C)C(=O)N2C (stereo not drawn) | -6
C[C@@H]1COc2cc(N3CCCC3)ccc2S(=O)(=O)N1 | 31
COc1ccccc1C(O)c1nc(C(=O)Nc2ccc(F)cc2)cs1 (stereo not drawn) | u
COc1ccc([C@@H]2[C@@H](C(=O)N3CCOCC3)CC(=O)N2C(=O)c2ccccc2)cc1 | 10
O=P(OCCCl)(OCCCl)OCCCl | 0
COc1cc(OC)cc(-c2cc3c(Nc4cccc(O)c4)nccc3[nH]2)c1 | 25
Cc1ccc(NC(=O)c2ccccc2[N+](=O)[O-])cc1[N+](=O)[O-] | 28
CCC[C@H](/C=C/C(=O)OC(C)(C)C)NC(=O)C(F)(F)F | 17
COc1ccc2c3c([nH]c2c1)[C@@H](CO)N(C(=O)CC1CC1)CC31CCN(Cc2ccncc2)CC1 | -74*
COc1ccc(N2CCC[C@@H]2/C=C/C(=O)OCc2ccccc2)cc1 | 7
COc1cccc(CN2CC3(CCN(C)CC3)c3c(n(C)c4cc(OC)ccc34)[C@H]2CO)c1 | -14
CCCNC(=O)c1nnc2n1CCN(C(=O)c1ccccc1OC)C2 | -9
Cc1ccc(NC(=O)NNC(=O)CSC2CCc3ccccc32)c(C)c1 (stereo not drawn) | -14
Cc1ccc(NCN2C(=O)c3ccccc3C2=O)c(C)n1 | 28
COc1cc2c(cc1OC)[C@@H]1N(C)c3ccccc3[C@@]13CCN(S(=O)(=O)C(F)(F)F)C3=C2 | 13
CCOC(=O)N(C)[C@H]1C[C@H]2c3cc(-c4ccccc4C)ccc3CCN2C[C@H]1[C@H](C)O | -89*
COc1cc(Nc2nccc3[nH]c(-c4cccc(C(F)(F)F)c4)nc23)cc(OC)c1OC | 7
CCCCN(C(=O)Cc1ccc([N+](=O)[O-])cc1)C(C(=O)Nc1c(C)cccc1C)C(=O)c1ccc(OC)cc1 (stereo not drawn) | -29
COc1cc2c(cc1OC)[C@@H]1N(C)c3ccccc3[C@@]13CCN[C@H]3C2 | -2
O=C(NCCc1ccccc1Cl)[C@@H]1CCCN1C(=O)[C@@H](NS(=O)(=O)c1ccc(F)cc1F)C1CCCCC1 | 17
COC(=O)C1=C(C)NC(C)=C(C(=O)OC)C(N2C(=O)CCC2=O)C1 (stereo not drawn) | -85*
Cn1c(-c2cccc(C(F)(F)F)c2)cc2cnc(Nc3ccc(F)cc3)cc21 | -6
CCCNC(=O)N1CC(=O)N2[C@@H](CO)[C@H](c3ccc(Br)cc3)[C@@H]2C1 | -5
CC(C)C[C@@H]1COc2cc(F)ccc2S(=O)(=O)N1 | 4
COc1cccc(/C=C2/Sc3ccc(C(=O)NC4CC4)cc3NC2=O)c1 | 5
CCc1c(-c2ccc(OC)c(OC)c2)ncn1CCc1ccccc1OC | -28
O=C1CCC[C@H]2C[C@@H](O)CC[C@]23CCCN13 | 15
Cc1ccc(Cc2c(C)nc3nc(SCC(=O)NCCN4CCCCCC4)nn3c2C)cc1 | -10
O=c1[nH]c(-c2ccccc2)cn1C1CCN(Cc2ccc(-c3nc4ccc(F)cc4nc3-c3ccccc3)cc2)CC1 | 55
Cc1ccc2[nH]c(C)c([N+](=O)[O-])c2c1 | -30
COc1ccc2c(c1)[C@@H](NC(C)=O)[C@H](C)[C@@H](c1ccccc1)N2C(=O)Nc1ccc(C(F)(F)F)cc1 | -27
Fc1ccc2cnc(-c3ccsc3)cc2c1 | 0
CCOC(=O)c1cccn1C1C(=O)N(Cc2ccc(Cl)nc2)c2ccc(F)cc21 (stereo not drawn) | 9
CC(C)[C@H](NC(=O)C1CCCC1)C(=O)N1CCC[C@H]1C(=O)NCCc1ccccc1Cl | -38
O=C(Nc1ccccc1F)N1CC(=O)N2[C@H](CO)[C@@H](c3ccc(Br)cc3)[C@@H]2C1 | 1
CCCCN1CC(COCc2ccccc2)Oc2cccc(Oc3ccc(SC)c(C)c3)c2S1(=O)=O (stereo not drawn) | -80*
COc1cccc(-c2cc3c(Nc4cccc(NS(C)(=O)=O)c4)nccc3n2C)c1 | -33
C=CCCC1CN(Cc2ccc(OC)cc2)S(=O)(=O)c2c(cccc2N(C)S(=O)(=O)c2ccc(C)cc2)O1 (stereo not drawn) | -19
CC1CCCN(c2cccc3c2S(=O)(=O)N(Cc2cccc(F)c2)[C@@H](C)[C@H](c2ccccc2)O3)C1 (stereo partly drawn) | -15
O=S1(=O)CCSC[C@@H](CNCc2ccco2)N1 | 1
O=c1c2ccccc2nnn1Cc1ccco1 | -4
COc1cc(-c2ccc3ncc(-c4cccc(C(F)(F)F)c4)n3n2)cc(OC)c1OC | -95*
OCC(CCc1c[nH]c2ccccc12)c1c[nH]c2ccccc12 (stereo not drawn) | u
COC(=O)C1C(OC(=O)c2ccccc2)CC2CCC1[N+]2(C)C (stereo not drawn) | -13
CC(C)C[C@H]1CN([C@@H](Cc2ccccc2)CN2CCC[C@H]2CN2C(=O)C(=O)NC[C@@H]2Cc2ccccc2)C(=O)C(=O)N1CC1CCCCCC1 | -7
CCCN1C(=O)c2[nH]nc(-c3ccccc3)c2C1c1ccc(F)cc1 (stereo not drawn) | 38
CC(C)NC(=O)c1nnc2n1CCN(Cc1cccc3c1OCO3)C2 | -13
CC(=O)c1ccc(S(=O)(=O)NCC2CCN(C(=O)C(=O)c3cccs3)CC2)cc1 | u
CCN(C)C(C)Cc1cccc(C(F)(F)F)c1 (stereo not drawn) | -14
Cc1ccc2nc(-c3ccc(Cl)cc3)c(Cc3cccc(F)c3)n2c1 | 51
COc1ccc(NC(=O)N(C)[C@H]2C[C@H]3c4[nH]c5c(-c6ccccc6)cccc5c4CCN3C(=O)[C@H]2[C@H](C)O)cc1 | 27

(cont.)
SMILES | HCMV antiviral
CC(C)(C)n1nnnc1C(C1CC1)N1C(=O)C(=O)c2ccccc21 (stereo not drawn) | -77*
COC(=O)[C@H](Cc1ccccc1)N1Cc2ccccc2Oc2cc(Br)ccc2S1(=O)=O | -32
O=[N+]([O-])c1c(-c2cscn2)[nH]c2ccccc12 | u
COc1ccc(NC(=O)N2C[C@H]3[C@@H](c4ccccc42)[C@@H](CO)N3C(=O)C2CC2)cc1 | 12
COc1cccc(C(=O)Nc2ccc(Oc3nnc(-c4ccccc4)c4ccccc34)cc2)c1 | 0
O=S1(=O)c2ccc(Br)cc2-n2nncc2CN1Cc1cccc(Cl)c1 | -26
CCC[C@H]1[C@@H](NS(=O)(=O)c2ccc(F)cc2)CC[C@@]23CCCN2C(=O)CCC[C@@H]13 | -5
O=C([C@H]1[C@H](CO)[C@H]2Cn3c(cccc3=O)[C@@H]1N2C(=O)c1ccc(F)cc1)N1CCCCC1 | 14
CCCCCCc1ccc(-c2ccc(C#N)cc2)cc1 | -25
Cc1cc(Br)cn2c(Cc3ccccc3C(F)(F)F)c(-c3ccco3)nc12 | 7
COc1cccc(CN2CCN3C=C(C(=O)NC4CCc5ccccc54)OC3=NC2=O)c1 (stereo not drawn) | 13
COc1c2ccccc2nn1CCCCCO | 3
O=C(Nc1ccc(Cl)cc1)N[C@H]1CC[C@@]23CCCN2C(=O)CCC[C@H]3C1Cc1ccccc1 (stereo partly drawn) | 16
COC(=O)C1=C(C)N(Cc2ccc(F)cc2)C(=S)NC1c1ccc(Cl)cc1 (stereo not drawn) | u
CC(NC(=O)C=Cc1ccco1)C(=O)NC(Cc1ccccc1)C(N)=O (stereo not drawn) | 24
CC1(C)OC2CC3C4CCC5=CC(=O)C=CC5(C)C4(F)C(O)CC3(C)C2(C(=O)CO)O1 (stereo not drawn) | 65
O=C(NCc1ccc(Cl)c(Cl)c1)O[C@H]1CC[C@@]23CCCN2C(=O)CCC[C@H]3[C@H]1Cc1ccccc1 | -5
O=C(NCc1ccco1)O[C@H]1CC[C@@]23CCCN2C(=O)CCC[C@H]3[C@H]1Cc1ccccc1 | 14
